Pol III holo inh = DNA polymerase III holoenzyme inhibition | reconstituted DNA polymerase III holoenzyme replication, biochemical | Potency, µM (series often up to 57.1 µM), without a hit: at the top dose activity change, negative = inhibition | hit rate 0.25% among 71,000 | AID 603; note: potency is the fitted concentration of half-maximal effect; % is set by controls: 0 for no effect and ±100 for the full control effect
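Reconstituted *E. coli* holoenzyme (0.35 nM Pol III, 1 nM beta, 154 nM SSB, 2 nM primase) was preincubated with compound for 15 min at RT. Synthesis on 1.4 nM ssM13Gori ran 35 min, then was stopped with PicoGreen/EDTA and read as dsDNA fluorescence.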
ALOX15 inhib = inhibitors of human 15-lipoxygenase (ALOX15) | P16050 | purified 15hLO-1, xylenol orange hydroperoxide absorbance | Potency, µM (highest dose often 57.1 µM), for inactives: top-dose activity change, negative = inhibition, most hits filed as inhibitors | hit rate 1.4% among 74,000; note: potency is the fitted concentration of half-maximal effect; % is set by controls: 0 for no effect and ±100 for the full control effect; nearly all actives have a fitted effect of over 55% in size
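Hydroperoxide formed from arachidonic acid (50 uM) by purified human 15hLO-1 (40 nM) oxidizes ferrous iron, and the ferric-xylenol orange complex is read at 573 versus 405 nm. Compounds were preincubated 15 min; reaction ran 6 min at room temperature.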
USP2a inh = USP2a (human) protease inhibition; O75604; hit rate 0.1% among 60,000; USP2a enzymatic assay, qHTS inhibition; AID 927; Potency, µM (top dose mostly 38.3 µM), inactives show top-dose activity change, negative = inhibition, most hits filed as inhibitors;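 note: potency is the fitted concentration of half-maximal effect; nearly all actives have a fitted effect of over 60% in size; plate controls were DMSO for no effect and NEM full inhibition control for full effect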
Target sequence (O75604 whole entry, looked up): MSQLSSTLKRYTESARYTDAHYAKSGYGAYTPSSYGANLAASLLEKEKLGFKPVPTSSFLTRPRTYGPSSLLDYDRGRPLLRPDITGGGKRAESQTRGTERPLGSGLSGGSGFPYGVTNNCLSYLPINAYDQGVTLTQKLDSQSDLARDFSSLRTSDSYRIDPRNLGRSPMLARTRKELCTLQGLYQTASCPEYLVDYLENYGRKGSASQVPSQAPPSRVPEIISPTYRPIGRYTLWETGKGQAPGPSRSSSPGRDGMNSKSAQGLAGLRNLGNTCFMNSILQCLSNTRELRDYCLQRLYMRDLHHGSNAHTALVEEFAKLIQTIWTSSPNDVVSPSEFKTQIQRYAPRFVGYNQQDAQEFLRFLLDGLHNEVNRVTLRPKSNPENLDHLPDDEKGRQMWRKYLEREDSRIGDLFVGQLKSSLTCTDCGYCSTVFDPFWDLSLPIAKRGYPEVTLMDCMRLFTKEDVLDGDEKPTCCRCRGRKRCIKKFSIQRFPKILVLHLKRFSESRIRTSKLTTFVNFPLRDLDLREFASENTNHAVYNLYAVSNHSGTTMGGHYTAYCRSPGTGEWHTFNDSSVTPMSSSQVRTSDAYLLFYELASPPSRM
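USP2 core (20nM final) preincubated 30 min RT with compound, then Ub-PLA2 20nM and NBD C6-HPC 20uM final added; buffer 20mM Tris-HCl pH 8.0, 2mM CaCl2. Fluorescence Ex 460/Em 535 read at 0 and 2.5 h; normalized to NEM.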
HADH2 inhib = inhibitors of human HADH2 dehydrogenase; recombinant HADH2, NADH fluorescence, beta-hydroxybutyryl-CoA; Q99714; Potency, µM (highest dose often 57.1 µM), without a hit: top-dose activity change, negative = inhibition, hits mostly inhibitors; hit rate 3.4% among 73,000; note: potency is the fitted concentration of half-maximal effect; % is set by controls: 0 for no effect and ±100 for the full control effect; nearly all actives have a fitted effect of over 60% in size; many of its hits are not listed in these tables
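His-tagged recombinant enzyme from E. coli, 20 nM, preincubated 15 min RT with compound; reaction started with 1 mM NAD+ and 90 uM beta-hydroxybutyryl-CoA in 100 mM Tris-HCl pH 9.0. NADH fluorescence (ex 360/em 450) read over 4 min; last-minus-first difference.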
Casp7 inh = caspase-7 (human) inhibition, allosteric or competitive; P55210; recombinant caspase-7, Ac-DEVD-AFC fluorescence rate; Potency, µM (titrated, usually from 57.5 µM), for inactives: at the top dose activity change, negative = inhibition, usual class: inhibitors; hit rate 0.02% among 75,000; AID 889; active = well fitted inhibition curve with a large enough effect in the main read-out, with a control signal flat, not every such curve was filed as active; inconclusive = small, poorly fitted or top-dose-only effect, or a change in a side signal; note: potency is the fitted concentration of half-maximal effect; % of control where 0% means no effect
Caspase-1 inhib = caspase-1 (human) inhibition, allosteric or competitive; Caspase-1 enzyme, Ac-WEHD-AFC fluorogenic rate; hit rate 0.03% among 75,000; P29466; Potency, µM (highest dose often 57.5 µM), for inactives: at the top dose activity change, negative = inhibition, actives largely listed as inhibitors;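 note: potency is the fitted concentration of half-maximal effect; plate controls were vehicle for no effect and no substrate for full effect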
Target sequence (P29466 120-297 limits assumed): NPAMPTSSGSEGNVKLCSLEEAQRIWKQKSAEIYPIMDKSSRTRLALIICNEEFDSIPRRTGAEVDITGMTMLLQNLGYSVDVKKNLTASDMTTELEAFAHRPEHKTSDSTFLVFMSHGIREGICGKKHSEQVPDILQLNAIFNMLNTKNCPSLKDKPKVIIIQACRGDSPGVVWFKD
Target sequence (P29466 317-404 limits assumed): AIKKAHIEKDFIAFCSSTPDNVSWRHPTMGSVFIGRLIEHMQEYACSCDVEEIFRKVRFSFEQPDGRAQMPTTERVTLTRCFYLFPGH
Rhodamine fluor = compound autofluorescence in rhodamine spectral region; max dye-equivalent concentration, M; Rhodamine-region fluorescence, 547/598 nm, Tris buffer; stronger effect = higher value; hit rate 0.05% among 59,000; in the data active = max dye-equivalent concentration above about 11 nM; inconclusive = between about 1.1 nM and that limit
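Read-out is relative fluorescence at 547 nm excitation and 598 nm emission, expressed as dye-equivalent concentration using rhodamine standards on every plate. Each compound was profiled across a concentration series after 15 min in 100 mM Tris, pH 8.0.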
BRCT inh green = inhibitors of human BRCA1 BRCT-phosphoprotein interaction (green fluorophore) | hit rate 0.05% among 75,000 | AID 875 | BRCA1 BRCT-phosphopeptide binding, green fluorescence polarization | P38398 | Potency, µM (series often up to 76.9 µM), inactives show at the top dose activity change, negative = inhibition, hits mostly inhibitors;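 note: potency is the fitted concentration of half-maximal effect; plate controls were peptide without protein for full effect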
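Compounds were incubated for 12 min at room temperature with a complex of 100 nM fluorescein-tagged pBACH1 decapeptide and 250 nM His-tagged BRCT protein. Buffer was phosphate pH 7.3 with EDTA, DTT and Tween 20. Disruption of binding lowers the polarization signal.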
HEK293 cAMP ctrl = raises cAMP in parental HEK293 cells, TSHR agonist counter-screen | parental HEK293 CNG cAMP sensor, membrane potential fluorescence | Potency, µM (titrated, usually from 57.1 µM), for inactives: at the top dose activation, usual class: activators | hit rate 2.5% among 73,000 | AID 938; note: potency is the fitted concentration of half-maximal effect; % of control where 0% means no effect; nearly all actives have a fitted effect of over 55% in size
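Parental HEK 293 cells stably expressing a modified CNG channel (no TSHR) report cAMP rise as membrane depolarization. Membrane potential dye with 100 uM RO 20-1724 was loaded for 60 min at room temperature, then compound added for 30 min; fluorescence read at 590 nm.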
BRCT inh red = BRCT-phosphoprotein interaction inhibition (red fluorophore) | hit rate 0.03% among 75,000 | Potency, µM (titrated, usually from 76.9 µM), without a hit: at the top dose activity change, negative = inhibition, usual class: inhibitors | BRCT-phosphopeptide binding, red fluorescence polarization | AID 892; note: % is set by controls: 0 for no effect and ±100 for the full control effect
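Rhodamine-labelled pBACH1 10-mer (100 nM) bound to BRCT domain (100 nM) at pH 7.3; compounds incubated 12 min room temperature, polarization read. Free peptide defines full inhibition; unlabelled decapeptide titrated as control.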
Tau fil binding = binds recombinant human tau filaments | P10636 | Potency, µM (highest dose often 57.1 µM), for the others: at the highest dose activity change, negative = inhibition | recombinant tau filaments, thioflavin S fluorescence, 15 h; filaments grown with octadecylsulfate alongside compound | AID 596 | hit rate 2% among 71,000;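 note: potency is the fitted concentration of half-maximal effect; % is set by controls: 0 for no effect and ±100 for the full control effect; actives lower thioflavin S fluorescence by blocking filaments or displacing dye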
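Quantitative HTS: thioflavine S signal from ODS-induced tau filaments, excited at 450 nm, emission 510 nm. Conditions: 1 uM tau, 30 uM ODS, 15 h at 37 C, pH 7.4.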
* = called active by the depositor; i = inactive; ? = inconclusive; . = no result given; [ ] = dose if it differs, or a comment. Unless noted, calls come from the whole dose curve; as a rule, active = well fitted curve in the direction sought with a large enough effect; inconclusive = small, poorly fitted or top-dose-only effect, or another doubt; inactive = no such curve, though single readings can be large; an effect the other way counts as inactive or inconclusive.

SMILES | Pol III holo inh | ALOX15 inhib | USP2a inh | HADH2 inhib | Casp7 inh | Caspase-1 inhib | Rhodamine fluor | BRCT inh green | HEK293 cAMP ctrl | BRCT inh red | Tau fil binding
COCCn1cnc2c1c(=O)n(CC(=O)c1ccc3c(c1)OCCO3)c(=O)n2Cc1ccccc1 | -3% | -14% | 39%[activator] | -4% | 0% | -1% | i | 1.8% | 25% | -0.6% | 3%
N=c1n(CCN2CCOCC2)c2ccccc2n1Cc1ccccc1Br | -9% | 6% | 3% | 13% | -1% | -2% | i | -1.0% | 14% | 0.9% | 35%
O=c1[nH]c2cc3c(cc2cc1CN(CC1CCCO1)S(=O)(=O)c1ccccc1)OCCO3 (stereo not drawn) | 2% | -18% | -17% | 5% | -14% | ? | i | -3.8% | 12% | -2.9% | 4%
CCc1nnc(NC(=O)C2CCCN2C(=O)NC2CCCCC2)s1 (stereo not drawn) | -5% | -9% | -5% | 12% | 0% | -1% | i | 0.1% | -1% | -0.1% | -2%
CCN1CCN(C(=O)c2cc3c(=O)oc4ccc(C)cc4c3s2)CC1 | 1% | 1% | . | -1% | 0% | 1% | . | -2.2% | 4% | -0.6% | 5%
CN(C)S(=O)(=O)c1ccc(NC(=O)C2COc3ccccc3O2)cc1 (stereo not drawn) | 0% | -6% | . | -3% | 0% | 0% | . | -3.3% | 15% | 0.6% | -1%
Cn1c(=O)n(CCCOc2ccc(Br)cc2)c2ccccc21 | 0% | -11% | 2% | 2% | -5% | -2% | i | 0.9% | ? | -1.1% | 36%
CCCN1Cc2cccc(C(=O)NCc3ccc4c(c3)OCO4)c2C1=O | 0% | -3% | 6% | 6% | 0% | -3% | i | 5.6% | 24% | -2.0% | 2%
CCOC(=O)c1[nH]c(C)c(C(=O)NCc2cccnc2)c1C | -8% | 2% | . | -8% | -2% | -1% | . | 1.0% | -1% | -1.7% | -5%
CN(C)CCN1C(=O)C(O)=C(C(=O)c2ccco2)C1c1ccccc1F (stereo not drawn) | -1% | 5% | -8% | -5% | -2% | -3% | i | -1.5% | 1% | 0.4% | 3%
CCN(CC)C(=O)C1CCCN(Cc2cccc(F)c2)C1 (stereo not drawn) | -2%[11.4 µM] | -2%[11.4 µM] | 6%[7.66 µM] | -5%[11.4 µM] | 0% | 0% | . | 8.7% | 10%[11.4 µM] | -0.1% | 5%[11.4 µM]
Cc1nc2nc3c(c(=O)n2[nH]1)CCC3 | -8% | 1% | -3% | 4% | 0% | 0% | i | 0.6% | 3% | -0.7% | -8%
O=C(NS(=O)(=O)c1ccc2c(c1)OCCO2)c1ccccc1 | 12% | 3% | 0% | -1% | 3% | -1% | i | 1.4% | 8% | -1.4% | 6%
COc1cc(C2CC(=O)N3CN(c4ccccc4C)CSC3=C2C#N)cc(OC)c1OC (stereo not drawn) | -4% | 4µM* | 41%[activator] | ? | -17% | -11% | i | 3.4% | -11% | -0.3% | -3%
CCCn1c(-c2ccccc2)nc2c(=O)n(C)c(=O)[nH]c21 | . | 2% | . | 13µM* | 0% | -2% | . | 1.4% | -6% | -0.6% | .
c1ccc(Cc2nnc3sc(C4COc5ccccc5O4)nn23)cc1 (stereo not drawn) | -4% | -14% | 31%[activator] | ? | -3% | -3% | i | 2.9% | 22% | 0.2% | 5%
COc1cccc(NC(=O)N2CCCC2C(=O)Nc2ccc3c(c2)OCO3)c1 (stereo not drawn) | -6% | 4% | -10% | 2% | 4% | -1% | i | 0.3% | 3% | 0.6% | -1%
O=C(COc1ccccc1)N1CCN(C(=O)Cc2ccccc2)CC1 | -12%[11.4 µM] | 9%[11.4 µM] | 4%[7.66 µM] | 10%[11.4 µM] | 2% | -1% | . | -6.6% | 17%[11.4 µM] | 0.3% | 8%[11.4 µM]
CCOC(=O)N1CCN(C(=O)Nc2ccc3nc(C)sc3c2)CC1 | 4% | 2% | 1% | 12% | -5% | -1% | i | -3.6% | 1% | 0.7% | 10%
CC(=O)N1CSCC1C(=O)O (stereo not drawn) | ? | -10% | -2% | ? | 0% | 1% | i | -1.7% | 4% | 0.8% | 5%
CCOC(=O)CSc1nnc(Cc2ccccc2)n1CC1CCCO1 (stereo not drawn) | -6% | 5% | 9% | 1% | -7% | 0% | i | 0.5% | 16% | -0.1% | -11%
O=C(CSc1nnnn1-c1ccccc1)Nc1ccc(N2CCOCC2)c(Cl)c1 | 1% | -8% | -2% | 9% | 2% | -5% | i | -1.4% | 1% | -1.1% | 113%
CCOC(=O)c1[nH]c(C)c(C(=O)Nc2ccc(F)cc2)c1C | 1% | -1% | . | 21% | -1% | 5% | . | -1.2% | -5% | -1.0% | 56%
CCCCOC(=O)C1=C(C)Nc2ncnn2C1c1ccc(OC)c(OC)c1 (stereo not drawn) | -1% | 6% | 3% | -1% | -9% | 1% | i | -3.3% | 9% | 1.6% | 5%
Cn1nnnc1SCCNS(=O)(=O)c1ccccc1 | -3% | 3% | -5% | 1% | 3% | -1% | i | -1.8% | -18% | 0.1% | -14%
Cc1ccc(NC(=O)CN(C)C(=O)CCCN2C(=O)c3ccccc3C2=O)cc1 | -11% | -1% | 16% | 3% | 0% | 0% | i | -0.1% | -4% | -0.2% | -15%
C[C@@H](C(=O)Nc1ccc2ccccc2c1)[C@H]1C[C@]1(C)[C@H](NC(=O)c1ccccc1)c1ccccc1 | 11% | . | . | 0% | -1% | -2% | . | 0.0% | 11% | 0.3% | 4%
O=c1c(CCc2ccccc2)nc2cncnc2n1C1CC1 | -8% | 4% | 23% | -19% | 0% | -1% | i | -4.5% | 2% | -1.5% | -4%
CCn1c(SCC(=O)N2CCN(S(=O)(=O)c3ccccc3)CC2)nnc1-c1cccs1 | -6% | 15% | 9% | 12% | -1% | 0% | i | 0.7% | 14% | 1.7% | 15%
COc1ccc(-c2nc3cnc(N(C)C)nc3n(-c3ccccc3)c2=O)cc1 | 5% | 11% | 112%[activator] | 1% | ? | ? | i | 47%[activator] | 10% | 0.0% | 396%
O=C(NC1CCCC1)C(c1ccc(N2CCOCC2)cc1)N(Cc1ccccc1)C(=O)c1ccco1 (stereo not drawn) | -4% | 5% | . | 2% | 1% | -2% | i | 0.4% | 24% | -0.1% | 4%
Cc1[nH]nc2c1C(c1ccc3c(c1)OCO3)C(C#N)=C(N)O2 (stereo not drawn) | 5% | 7% | -2% | -10% | 0% | -2% | i | -1.3% | 6% | 0.1% | 2%
CCN(CC)C(=O)CSc1nnc([C@@H](NC(=O)OC(C)(C)C)C(C)C)o1 | 5% | -5% | 11% | ? | 0% | -1% | i | -2.2% | 3% | -1.2% | -6%
COc1ccc2oc(=O)c(C(=O)N3CCN(c4ccccc4F)CC3)cc2c1 | -5% | -2% | 7% | -4% | -5% | -5% | i | -3.2% | 14% | 0.1% | -18%
COc1cccc(C2C(C(=O)c3cccs3)=C(O)C(=O)N2CCCn2ccnc2)c1OC (stereo not drawn) | . | 2% | . | -7% | 0% | -2% | . | -0.9% | -7% | 0.0% | .
COc1cc2[nH]c(=O)n(CCCCCC(=O)N3CCN(c4ccccn4)CC3)c(=O)c2cc1OC | 6% | 0% | 16% | -6% | 2% | 0% | i | -0.5% | -3% | -1.2% | -3%
NC1(C(=O)O)CCC1 | -2% | -28%[25.6 µM] | . | 5% | 0% | 2% | . | -3.8% | 4% | -2.3% | ?
CCOC(=O)CN1CC23C=CC(O2)C(C(=O)Nc2ccc(OCC)cc2)C3C1=O (stereo not drawn) | -3% | 1% | . | 2% | -2% | 2% | . | -2.4% | 1% | 2.6% | -22%
CC1CCN(S(=O)(=O)c2ccc3[nH]c(=O)c(=O)[nH]c3c2)CC1 | -1% | 4% | 1% | ? | 1% | -1% | i | -1.2% | 2% | 0.3% | 9%

Complete entries, quoted from the list:
CC(=O)N1CSCC1C(=O)O (stereo not drawn) in the list: Pol III holo inh = ?; ALOX15 inhib = -10%; USP2a inh = -2%; HADH2 inhib = ?; Casp7 inh = 0%; Caspase-1 inhib = 1%; Rhodamine fluor = i; BRCT inh green = -1.7%; HEK293 cAMP ctrl = 4%; BRCT inh red = 0.8%; Tau fil binding = 5%
Cn1c(=O)n(CCCOc2ccc(Br)cc2)c2ccccc21 in the list: Pol III holo inh = 0%; ALOX15 inhib = -11%; USP2a inh = 2%; HADH2 inhib = 2%; Casp7 inh = -5%; Caspase-1 inhib = -2%; Rhodamine fluor = i; BRCT inh green = 0.9%; HEK293 cAMP ctrl = ?; BRCT inh red = -1.1%; Tau fil binding = 36%

High-throughput results from PubChem BioAssay.

The list is partial, so the mix of outcomes need not match the whole.
